mcGAS MS inh: inhibitors of mouse cGAS; hit rate 0.18% among 130,000; recombinant mouse cGAS, cGAMP by RapidFire MS; inhibition, % at 12.5 µM; Q8C6L5;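 active = inhibition of cGAS enzyme activity at or above 60%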;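 also: enzyme stimulated by 45 bp dsDNA with ATP and GTP substrates; cGAMP share of summed cGAMP plus half ATP and half GTP signals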
Target sequence (Q8C6L5 whole entry, looked up): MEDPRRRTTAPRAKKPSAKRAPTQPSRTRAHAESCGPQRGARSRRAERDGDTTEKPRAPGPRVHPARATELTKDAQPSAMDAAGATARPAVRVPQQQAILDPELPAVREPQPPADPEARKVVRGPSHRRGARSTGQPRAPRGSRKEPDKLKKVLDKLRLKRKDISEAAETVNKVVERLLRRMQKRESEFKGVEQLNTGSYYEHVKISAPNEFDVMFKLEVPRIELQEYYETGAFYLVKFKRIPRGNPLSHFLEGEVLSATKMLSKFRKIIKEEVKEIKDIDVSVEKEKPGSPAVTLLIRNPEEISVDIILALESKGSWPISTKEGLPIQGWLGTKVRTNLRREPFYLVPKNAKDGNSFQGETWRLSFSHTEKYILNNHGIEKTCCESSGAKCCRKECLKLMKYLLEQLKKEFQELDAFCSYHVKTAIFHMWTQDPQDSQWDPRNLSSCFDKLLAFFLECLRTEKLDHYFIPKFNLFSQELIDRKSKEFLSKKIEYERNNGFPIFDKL
* marks the source's active call; other numbers are inactive results; & = joins results of further samples. Some of the compounds tested. The share of hits here may be higher or lower than overall.

SMILES	mcGAS MS inh
Cc1nn2cc(CCNC(=O)c3cc4n(n3)CCCN(C)C4)nc2s1	-18
COc1ccc(S(=O)(=O)Nc2ccc(C)cc2Cl)cc1F	-14
CCN1CCN(C(=O)c2ccccc2N2CCC(NC(=O)c3ccccc3Cl)CC2)CC1	-9
Cc1ccsc1-c1cc(NC(=O)CCNC(=O)C2CC2C)n[nH]1 (stereo unspecified)	-4
CC(C)(C)N1CCCN(C(=S)NCc2cccs2)CC1	-3
Cc1ccsc1[C@@H]1CCN(Cc2ccc(-c3cncnc3)cc2)C[C@H]1O	-22
CN(C(=O)CSc1nnc(N)s1)C1CCCCC1	-3
O=S(=O)(NCc1ccc2c(c1)CCC2)c1cccc2nsnc12	-9
Cc1nnnn1-c1cccc(C(=O)N2CCC(O)(CN(C)C)C2)c1 (stereo unspecified)	-13
Cc1csc(NC(=O)CC(C)c2ccncc2)n1 (stereo unspecified)	-10
Cc1cn2c(C=CC(=O)O)c(C)nc2s1	15
COCCNCc1c(-c2ccccc2)noc1N1CCSCC1	-13
O=C(/C=C/c1cn(S(=O)(=O)c2cccc(C(F)(F)F)c2)c2ccccc12)NCCc1c[nH]c2ccc(O)cc12	-1
O=C(c1cc2c(s1)CCCCC2)N1CCC(CO)(Cc2cccc(C(F)(F)F)c2)CC1	-7
CC1CCN(C)c2ccccc2N1C(=O)CCNC(=O)C(C)(C)C (stereo unspecified)	-5
CN(CC1CCCO1)S(=O)(=O)c1ccc(C(=O)Nc2ccc3sccc3c2)cc1 (stereo unspecified)	-2
CC(NC(=O)c1ccncc1)c1cccc(C(F)(F)F)c1 (stereo unspecified)	-1
Cc1[nH]n(-c2nc(O)c(C)c(=O)[nH]2)c(=O)c1CCO	-3
Cc1occc1C(=O)N1CCN(C(=O)CCOc2cccc(F)c2)CC1	2
CCCNc1ccc(C)cc1C(=O)NC(C)c1ncn[nH]1 (stereo unspecified)	8
Cc1nn(-c2ccc(Br)cc2)c(C)c1CC(=O)O	-4
CC(NC(=O)C1CCN(C(=O)c2ccc(F)cc2)CC1)c1cccnc1 (stereo unspecified)	-3
Cc1ccc(S(=O)(=O)O/N=C2\CCOc3ccccc32)cc1	-17
CCCn1ncc(-c2ccnc(NCc3cnn(CC)c3)n2)c1C	-17
CN(C)CCCNC(=S)Nc1ccc(Cl)cc1Cl	-8

Filtered by structure, those above with a Cl atom.
SMILES	mcGAS MS inh
COc1ccc(S(=O)(=O)Nc2ccc(C)cc2Cl)cc1F	-14
CCN1CCN(C(=O)c2ccccc2N2CCC(NC(=O)c3ccccc3Cl)CC2)CC1	-9
CN(C)CCCNC(=S)Nc1ccc(Cl)cc1Cl	-8

(continued)
SMILES	mcGAS MS inh
N#Cc1cccc(C2(C(=O)O)CC2)c1	-9
C=CCOC(=O)C1C(C)=Nc2nc(SCC(C)C)[nH]c(=O)c2C1c1cccs1 (stereo unspecified)	-4
c1ccc2oc(NCC3CNCCOC3)nc2c1 (stereo unspecified)	-7
Cc1ccc(Sc2ccc(C(=O)NC3CC3)cn2)cc1	-12
COc1ccc(Oc2cc(-c3ccccc3)nc(SCc3ccccc3)n2)cc1	-7
COCc1cc(CNC(=O)c2cnn3cc(C)cnc23)[nH]n1	11
CCCNC(=O)c1nn(C(C)C)c(=O)c2ccccc12	-8
CC(C)c1noc(C(C)N2CCc3[nH]c4ccccc4c3C2)n1 (stereo unspecified)	-6
Cc1cc2nc(Cc3ccccc3)n(CC(=O)NCc3ccco3)c2cc1C	-10
CCCN(CC(=O)NC)C(=O)c1c(C)noc1C(C)C	0
O=C(O)c1cccc(CC2CCN(C(=O)c3ccc4nc[nH]c4c3)C2)c1 (stereo unspecified)	6
C=CCNC(=S)NN=C1CCCCc2ccccc21	-2
Cc1ccnc(SCCCn2c(Br)nc3c2c(=O)[nH]c(=O)n3C)n1	-5
O=C(NC1Cc2ccccc2C1)C1CCC(=O)N(Cc2cccc(C(F)(F)F)c2)C1 (stereo unspecified)	2
COCCNc1nc(Nc2ccccc2)c2nccnc2n1	-14
O=P(Nn1cnnc1)(c1cccc2ccccc12)c1cccc2ccccc12	-34
Oc1ccccc1CCc1nncn1-c1cccc(F)c1	-12
CCCCC(COC)NC(=O)c1n[nH]c(=O)[nH]1 (stereo unspecified)	-7
Cc1ccc(CN2CCN(Cc3c(C)nn(C(C)C)c3C)CC2CCO)o1 (stereo unspecified)	0
CCOC(=O)C1(CCCc2ccccc2)CCN(C(=O)[C@@H]2CCCN2C(C)=O)CC1	-3
CC(C)c1cc(N2CCOC(c3ccc(Cl)cc3)C2)nc(C(F)(F)F)n1 (stereo unspecified)	-27
CCC(NC(=O)c1cc2ncccn2n1)c1nc(C)c(C)s1 (stereo unspecified)	-12
CN(C)C1(CNC(=O)CC(c2cnc3ccccc3n2)n2ccnc2)CCCCC1 (stereo unspecified)	5
CN(Cc1ncc[nH]1)C(=O)c1cnc(Nc2ccccc2)nc1	16
N#CC1=C(O)CCCn2c1nc1ccccc1c2=O	-4&0
The list goes on.
SMILES	mcGAS MS inh
Cc1cccc(C(=O)N2CC[C@@H](c3ccc4ccccc4c3)[C@H](O)C2)n1	-5
COC(=O)C1Cc2ccc(C)cc2C(=O)O1 (stereo unspecified)	-14
CCCCc1cc2ccccc2c(OCCN(C)C)n1	3
Cc1oc(-c2cc3c(cc2Cl)OCO3)nc1CN1CCCN(C(=O)c2ccco2)CC1	-14
Cc1ccc2nc(Cn3cnc4c3c(=O)n(C)c(=O)n4C)cn2c1	3
N#Cc1c2nc3ccccc3cc2c(=O)n2c1sc1ccccc12	-6
NS(=O)(=O)c1ccc2c(c1)CCN2	-3
COc1ccc(-n2[nH]nnc2=S)cc1	-7
Cc1ccc(NC(=O)C(C)N2CCC(C(=O)N3CCCC3)CC2)c(C)c1 (stereo unspecified)	-9
CC1(C)OC(C(=O)NC2CCCCC2)C(C(=O)NC2CCCCC2)O1 (stereo unspecified)	0
CCCc1nc(C)c(CNC(=O)Cc2ccccn2)s1	-7
COC(=O)c1ccc(COc2coc(CSc3nncn3C)cc2=O)o1	-6
O=C1CCCCC1n1nc(Cl)nc1Cl (stereo unspecified)	-30
c1ccc(COC2CCN(c3nc4nonc4nc3N3CCSCC3)CC2)nc1	-11&-6
O=S(=O)(Nc1cc2c(cc1Cl)OCO2)c1ccc(Cl)s1	8
O=C(N1CCC(Nc2cccnn2)CC1)C1(c2ccc(F)cc2)CC1	-3
Cc1cccc2nc(Cc3c[nH]c4ccccc34)[nH]c(=O)c12	-13
FC(F)(F)c1cnc(NCCc2nnc3n2CCC3)c(Cl)c1	-17
Cc1cn2c3c(=O)n(CC(=O)c4ccccc4)c(=O)n(C)c3nc2n1-c1ccccc1F	-6
Cc1cc(=O)[nH]c(S)c1C#N	-7
Cn1c(-c2ccccc2)nn(CCNS(=O)(=O)/C=C/c2ccccc2)c1=O	-7
COc1ccc2[nH]c(C(=O)N3CCN4CCN(C)CC4C3)c(C)c2c1 (stereo unspecified)	-1
CN=c1scc(-c2ccc(Cl)cc2)n1N=Cc1cc(OC)c(O)c(OC)c1	-3
O=C(NC1CCc2c(F)cccc21)N1CCC(OC2CCOC2)CC1 (stereo unspecified)	-3
COc1ncccc1-c1nc2c(C)cccc2cc1CO	-31

Individual results from above:
CC1(C)OC(C(=O)NC2CCCCC2)C(C(=O)NC2CCCCC2)O1 (stereo unspecified) in mcGAS MS inh is entered as 0
Cc1cccc(C(=O)N2CC[C@@H](c3ccc4ccccc4c3)[C@H](O)C2)n1 in mcGAS MS inh is entered as -5
O=C1CCCCC1n1nc(Cl)nc1Cl (stereo unspecified) in mcGAS MS inh is entered as -30

Pulled by compound from the entries so far (2):
SMILES	mcGAS MS inh
Cc1cccc2nc(Cc3c[nH]c4ccccc34)[nH]c(=O)c12	-13
NS(=O)(=O)c1ccc2c(c1)CCN2	-3

The listing continues:
SMILES	mcGAS MS inh
CN(Cc1ccncn1)C(=O)C1CCCN(c2nc(-c3ccccc3)nc3c2CCC3)C1 (stereo unspecified)	4
Cc1cc(C)c2c(=O)n(-c3ccccc3)[nH]c2n1	-4
Cc1cccc(CNC(=O)Cc2c(C)nc(-c3ncccn3)[nH]c2=O)c1	7
O=C(Nc1ccnn1C1CCCCC1)c1cc(Cl)c2c(c1)OCO2	-8
O=C(CNCCS(=O)(=O)N1CCCC1)NC1CCCCCCC1	2
CC(=O)OC1CCC2C3CCc4cc(O)ccc4C3CCC12C (stereo unspecified)	6
COc1ccc(C)cc1S(=O)(=O)Nc1ccc(-c2cn3ccc(C)nc3n2)cc1	-24
CC(=O)Nc1c([N+](=O)[O-])cc(C(C)(C)C)cc1C(C)(C)C	-5
O=C(O)CSc1nn(-c2ccc(F)cc2)c(=S)s1	1
Cc1ccccc1OCC(=O)Nn1cnc2c(cnn2-c2ccccc2)c1=O	-5
CC(OC(=O)c1sccc1S(N)(=O)=O)C(=O)Nc1ccc(F)c(Cl)c1 (stereo unspecified)	17
CCOCCCNC(=O)Cn1nnnc1CN1CCC(C)CC1	2
Cc1cnc(C(=O)OCC(=O)N(C)C2(C#N)CCC(C)CC2)cn1 (stereo unspecified)	-13
Cc1cccc(N2CCC(NCCc3nnc(N)s3)CC2)c1C	-3
COc1ccc(C(C)C)cc1-c1cnc(NC(C)=O)cn1	-2
Cc1ccc(-c2cn3cccnc3n2)cc1NC(=O)C(C)(C)C	6
O=C(COC(=O)c1cc(=O)[nH]c2ccccc12)Nc1ccc2c(c1)OCCCO2	-9
Cc1cnccc1CN(C)Cc1cc2ccccc2n1C	-12
Cc1cc(C)c(-c2ccc(=O)n(CC(N)=O)n2)cc1C	-10
CONC(=O)c1cn(Cc2ccc(C)cc2)nc1-c1ccc(C)cc1	8
CN1CC2(C)CN(C(=O)c3ccccc3Cl)CC(C)(C1)C2	-5
O=C(C1CCOC1)N1CCN(S(=O)(=O)c2ccccc2)CC1 (stereo unspecified)	3
CC1CCCCN1C(=O)CN1CCN(C(=O)c2ccc(C3SCCS3)cc2)CC1 (stereo unspecified)	-3
N#Cc1cnn(-c2ccc(NC(=O)CC3CCCCC3)cc2)c1N	-2
Cc1ccc2sc(N(Cc3ccccc3)C(=O)C3CCCN3S(C)(=O)=O)nc2c1C (stereo unspecified)	6

The last 5 entries of the section above come first, to join the parts:
SMILES	mcGAS MS inh
CN1CC2(C)CN(C(=O)c3ccccc3Cl)CC(C)(C1)C2	-5
O=C(C1CCOC1)N1CCN(S(=O)(=O)c2ccccc2)CC1 (stereo unspecified)	3
CC1CCCCN1C(=O)CN1CCN(C(=O)c2ccc(C3SCCS3)cc2)CC1 (stereo unspecified)	-3
N#Cc1cnn(-c2ccc(NC(=O)CC3CCCCC3)cc2)c1N	-2
Cc1ccc2sc(N(Cc3ccccc3)C(=O)C3CCCN3S(C)(=O)=O)nc2c1C (stereo unspecified)	6
CSc1ccccc1C(=O)NC(C)c1cnn(-c2cccc3ccccc23)c1C (stereo unspecified)	-2
CC1(c2cc(C(=O)N3CCC4(CCNC4=O)CC3)c3ccccc3n2)CC1	-4
CN1CCCC1CCNC(=O)C1(Oc2ccc3ncccc3c2)CCNCC1 (stereo unspecified)	-30
Cc1nc(C)c(CC(=O)N2CCCC(c3[nH]ncc3-c3ccccc3)C2)c(=O)[nH]1 (stereo unspecified)	-11
CCCCOc1ccc(S(=O)(=O)NCc2ccc3c(c2)OCO3)cc1	4
CNc1nc(Nc2ccc(C)c(C)c2)c2nccnc2n1	-4
O=C(OCCc1cn[nH]c1C(F)(F)F)C1CCCc2ccccc21 (stereo unspecified)	-19
COCCNCc1ccc(OC)c(OS(C)(=O)=O)c1	-4
Cc1ccc(C(=O)NCCn2cc(SCC(=O)Nc3ccccc3)c3ccccc32)cc1	-8
O=C(Cn1c2ccccc2c(=O)c2ccccc21)Nc1ccccn1	-7
Cc1csc(CC(=O)N2CCN(C(=O)NC3CCOc4ccccc43)CC2)n1 (stereo unspecified)	-20
CC(=O)c1ccc(NC(=O)c2ccc(Cl)s2)cc1	0
O=C1NCC(=O)N2CCN(C(=O)CCN3CCCCCC3=O)CC12 (stereo unspecified)	-10
Cc1ccc(C)c(NC(=O)C(C)NC(C)c2ccc3c(c2)CCC(=O)N3)c1 (stereo unspecified)	2
COc1ccc2c(CC(=O)OCn3nnc4ccccc4c3=O)coc2c1	-3
CO[C@H]1C=CO[C@@]2(C)Oc3c(C)c(O)c4c(O)c(c(C=NN5CCN(C6CCCC6)CC5)c(O)c4c3C2=O)NC(=O)C(C)=CC=C[C@H](C)[C@H](O)[C@@H](C)[C@@H](O)[C@@H](C)[C@H](OC(C)=O)[C@@H]1C	6
CC(C)COC(=O)N1CCn2c(nnc2C(=O)NC(C)C)C1	-9
Cc1cccc(NC(=O)C2(NC(=O)c3c(C)nn(C)c3C)CCCC2)c1C	-5
CN(Cc1ccccc1)C(=O)c1nc2ccccn2c1CN1CCN(C2CCCC2)CC1	-9
CCc1ccc(C(O)c2ncc(-c3cccc(C)c3)[nH]2)cc1 (stereo unspecified)	-12
COCCOC(C)C(=O)NS(=O)(=O)CCS(=O)(=O)c1ccc(F)cc1 (stereo unspecified)	-3
COc1cc(-c2nccn2Cc2ccccc2Cl)cc(OC)c1O	-11
Cc1cc(C(=O)N2CCN3CCNC(=O)C3C2)ccc1N1CCOCC1 (stereo unspecified)	-3
CC(=O)Nc1ccc2nc(CN3CCN(CCC(C)C)C(CCO)C3)ccc2c1 (stereo unspecified)	-5
Cc1ccc(Cn2c(=O)c3c(nc4n(CCO)c(C)cn34)n(C)c2=O)cc1	2
CC(COc1ccccc1)N1CCC(CO)(Cc2ccccc2)CC1 (stereo unspecified)	-21

Assay outcomes deposited in PubChem by Fisher Drug Discovery Resource Center.
